V1R ag counter – V1a receptor agonism, counter-screen for OXTR agonists | activation, % at 3 µM | P37288 | CHO-V1R cells, Fluo-8 calcium fluorescence, agonist mode; 0% DMSO, 100% 3 nM vasopressin | actives 0.25% (n = 320,000);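 active means activation above the mean activation of all tested compounds plus 3 SD, per screening run, cut at about 20% in these data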;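 further: signal is peak over basal fluorescence ratio across a 100 second FLIPR read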
M1 ag parental – nonselective activator or artifact in parental CHO-K1 cells; Fluo-8 calcium fluorescence; scaled to maximal ATP response, vehicle zero; activation, % at 3 µM; actives 0.48% (n = 360,000); in the data active means activation above about 15%;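 further: untransfected CHO-K1 host cells lacking M1 receptor as counterscreen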
CHO-K1 Ca antag – nonselective inhibitor or artifact in parental CHO-K1 cells | ATP-induced calcium, Fluo-8 fluorescence | inhibition, % at 3 µM | actives 0.6% (n = 360,000);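 active means inhibition above a per-plate cutoff, the plate's mean sample inhibition plus 3 SD, cut at about 24% in these data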;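 further: 0% = DMSO plus EC80 ATP and 100% = DMSO alone without ATP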
GPR7 antagonist – antagonists of human GPR7 (neuropeptides B/W receptor 1); P48145; GPR7-expressing cells, fluorescence antagonist assay; inhibition, % at 4.4 µM; actives 1.1% (n = 290,000); in the data active means inhibition above about 16%, passing the limit was not always enough;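 further: cells stimulated with the agonist NPW; 0% = agonist with vehicle and 100% = vehicle without agonist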
Target sequence (P48145 whole entry, looked up): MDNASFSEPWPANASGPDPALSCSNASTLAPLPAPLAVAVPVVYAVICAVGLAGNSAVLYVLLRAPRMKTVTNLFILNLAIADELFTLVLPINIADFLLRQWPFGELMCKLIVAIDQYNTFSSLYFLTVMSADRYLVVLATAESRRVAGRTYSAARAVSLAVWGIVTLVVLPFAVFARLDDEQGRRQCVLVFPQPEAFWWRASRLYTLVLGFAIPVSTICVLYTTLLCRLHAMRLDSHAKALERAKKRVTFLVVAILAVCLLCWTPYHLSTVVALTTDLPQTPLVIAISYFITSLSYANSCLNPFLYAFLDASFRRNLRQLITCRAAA
OXTR ag – agonists of human oxytocin receptor. P30559. CHO-OTR cells, Fluo-8 calcium fluorescence; normalized: DMSO 0%, oxytocin 100%. activation, % at 3 µM. actives 0.32% (n = 320,000). AID 2435;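 active means activation above the mean of all tested compounds plus 3 SD, cutoff set per screening run, cut at about 20% in these data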;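 further: peak over basal fluorescence ratio from a 100 s FLIPR kinetic read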
CHO parental Ca – signal in parental CHO cells, OX1R antagonist counter-screen; inhibition, % at 5.6 µM; actives 0.63% (n = 330,000); parental CHO-K1, ATP-induced calcium, Fluo-8 fluorescence;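 active means inhibition above that plate's mean sample inhibition plus 3 SD, cut at about 26% in these data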;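 further: 0% = ATP-challenged DMSO wells and 100% = DMSO wells without ATP; some compounds past the cut are filed as inactive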
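Assay system – parental CHO cells · Reagent – ATP stimulus · Detection – intracellular calcium via Fluo-8 no-wash fluorescent dye · Evaluation – percent inhibition of ATP-evoked calcium rise, normalized to controls · Controls – ATP wells versus no-ATP DMSO wells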
OXTR potentiator – human OXTR potentiation. CHO-OTR cells, Fluo-8 calcium fluorescence, potentiator mode; 0% = oxytocin EC15, 100% = EC100. activation, % at 3 µM. actives 0.061% (n = 320,000). AID 2445;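 active means activation above that plate's cutoff, the mean activation of tested compounds plus 3 SD, cut at about 6.6% in these data, passing the limit was not always enough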;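 further: 100% uses oxytocin at 75 nM as the full agonist control; some results filed as inactive read as strong as hits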
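System: human OTR in CHO cells / Also added: sub-maximal oxytocin, roughly EC15 / Control set: EC15 oxytocin low, 75 nM oxytocin high / Schedule: 6 min compound pre-incubation at room temperature, 100 s kinetic read / Compound: single-point 3.0 µM / Replication: singlicate / Technique: Fluo-8 calcium dye fluorescence / Read-out basis: % activation of max/min ratio relative to oxytocin controls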
TAAR1 antagonist – antagonists of human TAAR1. Q96RJ0. CHO RD-HGA16 TAAR1, Fluo-8 calcium fluorescence, antagonist. actives 1.5% (n = 360,000). inhibition, % at 3 µM. AID 624466;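 active means inhibition above a per-plate cutoff, the mean inhibition of test compounds on that plate plus 3 SD, cut at about 49% in these data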;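 further: 0% = DMSO plus EC80 beta-PEA response and 100% = DMSO alone without agonist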
Target sequence (Q96RJ0 whole entry, looked up): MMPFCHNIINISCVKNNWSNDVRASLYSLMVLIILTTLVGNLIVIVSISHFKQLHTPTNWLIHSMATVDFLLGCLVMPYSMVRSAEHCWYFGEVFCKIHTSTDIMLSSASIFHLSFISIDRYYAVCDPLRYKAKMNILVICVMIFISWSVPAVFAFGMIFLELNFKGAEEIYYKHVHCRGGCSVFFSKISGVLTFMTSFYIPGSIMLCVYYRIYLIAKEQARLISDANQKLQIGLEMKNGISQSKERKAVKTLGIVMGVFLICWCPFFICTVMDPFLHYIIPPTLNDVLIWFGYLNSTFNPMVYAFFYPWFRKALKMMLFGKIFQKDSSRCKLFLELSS
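System: CHO RD-HGA16 cells bearing hTAAR1. Reagent: EC80 β-phenethylamine stimulus. Schedule: seeding 17-24 h prior, 75-min 37 °C, 30-min RT dye loading. Signal: Fluo-8 intracellular calcium dye fluorescence, real-time kinetic reads. Read-out: % inhibition from peak post-agonist over basal fluorescence ratio. Benchmarks: vehicle wells and EC80 agonist wells. Replicates: n of 1.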
M1 PAM parental – counter-screen for M1 PAMs: effect in parental CHO-K1 cells; activation, % at 3 µM; ATP EC20, Fluo-8 calcium fluorescence; 0% at ATP EC20, 100% at ATP max; actives 0.02% (n = 360,000);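 active means activation above the run cutoff, the mean activation of all test compounds plus 3 SD, cut at about 40% in these data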;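 further: peak over basal fluorescence ratio in a 140 s read after ATP addition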
The depositor's hits bear a star; / = not tested or not shown. Hits appear at their usual frequency; about 3.5% have a hit in one of these screens.

canonical_smiles	M1 PAM parental	GPR7 antagonist	OXTR ag	M1 ag parental	CHO-K1 Ca antag	OXTR potentiator	CHO parental Ca	TAAR1 antagonist	V1R ag counter
Cc1cc(C)n(-c2cc(Cl)ccc2[N+](=O)[O-])n1	-13	-10	-0.4	0.1	6	0	-7	0	0.2
Cc1c(C(=O)Nc2ccc3oc(-c4cccnc4)nc3c2)oc2ccccc12	19	-3	2.2	1.8	-5	-3	-4	3	3.6
O=c1[nH][nH]c(-c2ccccc2)c1C=Nc1ccc(F)cc1F	-1	-5	0.0	0.0	10	-7	0	5	1.3
Cc1ccc(N=Cc2c(O)c3ccccc3n(C)c2=O)cc1	12	9	/	-0.2	5	/	/	-3	/
CCOC(=O)C1(CCOc2ccccc2)CCN(Cc2cccs2)CC1	1	0	-0.8	5.9	-13	-19	-15	-5	0.0
O=C(CC1CCS(=O)(=O)C1)Nc1ccc[nH]c1=O (stereo unspecified)	8	-4	0.1	0.1	3	-2	3	-7	0.1
O=c1[nH]nc(-c2ccc(F)cc2)cc1Cc1ccccn1	-1	-5	-1.2	0.6	-11	-10	-14	-12	-0.1
COc1ccc(Cc2c(-c3ccc(OC)c(OC)c3)nc3c(C)cc(Br)cn23)c(C)c1	7	/	/	0.5	-12	/	/	-13	/
COc1ccc(NC(C)=O)cc1S(=O)(=O)N1CCc2ccccc21	-4	-3	0.9	1.5	-10	-14	-10	-20	1.2
CCCCOCCCNC(=O)c1ccc(OC)cc1	12	-6	-1.0	0.0	-16	-6	-15	-8	4.3
C=CCn1c(C(C)NC(=O)COC)nc2ccccc21 (stereo unspecified)	13	-14	-0.8	0.4	-12	-4	8	-1	0.8
CCn1cc(C(=O)NCc2ccccc2OC)c(=O)c2cc(S(=O)(=O)N(C)C)ccc21	-8	-7	-1.9	0.1	1	-18	-20	-5	-1.1
CN(C(=O)COC(=O)CNC(=O)c1cccs1)c1c(N)n(Cc2ccccc2)c(=O)[nH]c1=O	8	/	1.1	0.8	-19	-3	6	17	0.3
Fc1ccc(OCc2nn3cnnc3s2)cc1	-9	-9	-0.3	-0.4	20	-8	-6	-5	0.3
Cc1cc(C)nc(N2N=C(c3ccccc3)CC2=O)n1	7	0	1.1	-0.3	-6	-1	6	6	-0.5
O=C(Nc1ccc(NC(=O)c2ccccc2Br)cc1)c1ccccc1	17	0	1.3	2.2	-5	-10	-3	-9	1.2
O=C(COc1ccccc1Br)N1CCNC1=O	-12	/	1.1	0.2	-13	-3	-9	-18	1.4
COc1ccc(C(=O)Nc2ccc3[nH]c(-c4cccc(OC)c4)cc(=O)c3c2)cc1	-13	11	-0.3	-0.4	9	-5	-9	0	0.2
CN1C(=O)c2ccc(C(=O)NCc3ccc4c(c3)OCO4)cc2C1=O	9	1	0.4	-0.4	3	-1	0	-5	-0.5
COc1ccc(Nc2c(C)cccc2C)cc1	4	-11	-2.2	0.0	11	-19	-18	-1	-1.2
O=C(O)CN1C(=O)Nc2ccc(Br)cc2C1c1ccccc1 (stereo unspecified)	-5	3	0.6	-0.2	17	5	-9	-8	0.9
COc1cccc(-c2nn(-c3ccc(C)cc3)cc2C(=O)NCC(c2cccs2)N2CCOCC2)c1 (stereo unspecified)	-4	/	-1.2	-0.1	4	-14	-17	17	0.9
COc1ccc2c(c1)c(=O)oc1c(C)c(OC(C)C(=O)N[C@@H](Cc3c[nH]c4ccc(O)cc34)C(=O)O)ccc12 (stereo partly specified)	13	-3	2.4	0.8	1	6	-6	4	-0.1
COC(=O)COC(=O)c1ccc(O)cc1	20	-9	2.7	0.8	-3	5	2	-5	1.1
CC(/C=C/c1ccccc1)=N\NC(N)=S	-4	3	-1.0	-0.1	7	-10	-8	-13	-0.8
CCc1cc(C(c2ccc(OC)c(OC)c2)N2CCOCC2)c(NC(=O)c2ccccc2)s1 (stereo unspecified)	4	-1	-1.8	-0.8	3	-1	-11	-21	-0.3
CC1(C(=O)NCc2ccccn2)C=CCN1C(=O)c1ccccc1 (stereo unspecified)	12	15	1.2	0.4	-12	-3	-2	-18	1.1
CN(CCC#N)C(=O)COC(=O)c1cccnc1Nc1ccccc1F	8	-13	-0.8	0.9	-6	-6	-13	1	0.1
COC(=O)c1cc(NC(=O)CN2C(=O)C(=O)N(C3CCCC3)C2=O)cc(C(=O)OC)c1	17	/	0.8	0.0	-15	-5	-5	24	1.1
Cc1ccc2c(n1)sc1c(-c3ccccc3)c(C#N)c(N)nc12	17	-16	-0.2	0.2	-2	-14	-8	31	1.1
Cc1ccsc1C(=O)NCC(=O)OCc1ccccc1	19	-10	-0.6	1.0	-5	-6	-15	-7	-0.1
Cc1ccc(S(=O)(=O)N2CCN(c3ccccc3)CC2)cc1	17	-1	-1.3	1.1	-4	-6	6	-6	1.6
CCn1c(=O)cc(SCC(=O)Nc2ccc(C)cn2)c2ccccc21	23	0	0.5	1.5	-7	5	-12	3	1.7
CCN(c1ccccc1)S(=O)(=O)c1cccc(C(=O)NCC(c2cccs2)N2CCOCC2)c1 (stereo unspecified)	-19	/	-2.5	1.4	9	-13	-22	4	-0.9
Cc1ccc(NC(=O)NNC(=O)Cn2nc(-c3ccccc3)c(-c3ccccc3)c(C#N)c2=O)cc1	9	-15	-0.9	0.0	-5	-9	-18	-8	6.4
CCNC(=O)c1cccc(NC(=O)C2CC(=O)N(CCc3ccccc3)C2)c1 (stereo unspecified)	-3	/	1.0	-0.3	-9	2	6	-21	-0.7
CC(C)c1nn2c(=O)cc(O)nc2s1	6	-9	-0.1	0.4	1	-9	0	1	0.8
O=C(NCCCN1CCOCC1)C(=O)NCc1ccccc1	4	-8	1.3	1.0	-7	2	-3	-18	0.0
Cc1cc(C)nc(N2CCC(C(=O)NCc3ccco3)CC2)n1	9	-8	0.5	-0.1	-2	4	-10	7	-1.0
Nc1nnc(-c2ccccc2Cl)s1	13	-10	0.9	-0.1	-1	-5	-5	5	0.5
O=C1c2ccccc2C(=O)C1c1ccc(Cl)cc1	-20	-1	0.2	0.2	10	0	-7	-9	1.0
c1ccc(CN2CCOCCOCCOCC2)cc1	16	-16	0.9	0.3	-9	2	-1	-8	1.0
O=C(CSCc1ccccc1)Nc1ccc(S(=O)(=O)Nc2ncccn2)cc1	29	-7	1.5	0.2	-11	-2	4	-4	0.4
O=C1CC(C2CCCO2)C(=O)N1c1ccccc1 (stereo unspecified)	9	5	-0.5	-0.2	-22	-8	6	-2	0.4
Cc1ccc(NC(=S)N(CCCN2CCOCC2)Cc2ccco2)cc1Cl	24	-4	-1.1	2.0	-14	-6	-10	-25	1.5
Cc1cc(C)cc(NC(=S)N2CCN(CCO)CC2)c1	6	-10	0.1	-0.1	1	-9	-10	16	0.6
CCOC(=O)C(C)Sc1nnc2c3ccccc3n(C)c2n1 (stereo unspecified)	2	-13	-1.1	2.4	-12	1	-23	12	-1.3
CCOC(=O)C1CCCN(C(=O)c2ccc(S(=O)(=O)N3CCOCC3)cc2)C1 (stereo unspecified)	-22	/	3.1	0.2	1	-5	-14	6	0.7
CCC(=O)NNc1ncnc2ccccc12	25	-4	1.4	1.3	-6	3	-1	-19	1.1
COc1cc(NC(=O)Nc2nc(C(N)C3CCCCC3)cs2)cc(OC)c1OC (stereo unspecified)	16	/	/	1.6	-16	/	/	-28	/
CC1=C(C(=O)N2CCOCC2)CC(CC(=O)NCc2cccc3ccccc23)C(=O)N1CCC1=CCCCC1 (stereo unspecified)	14	/	/	1.3	-6	/	/	-12	/
COCCCNc1nc2c(c(=O)n(Cc3ccc(F)cc3)c(=O)n2C)n1C	3	4	1.1	2.8	-4	-10	-4	-12	3.7
Cc1ccc(C)c(N2CCN(S(=O)(=O)c3cc4c(cc3Cl)NC(=O)CO4)CC2)c1	17	7	0.1	1.8	5	-2	11	-36	-0.2
COc1ccccc1NC(=O)c1sc(Cl)nc1C	10	-18	-1.4	0.0	-6	7	-11	-5	-0.4
COc1ccc(CN(C)C(=O)Cn2cc(C)c(=O)[nH]c2=O)cc1OC	21	/	/	0.4	-9	/	/	-7	/
Cc1ccc(C)c(OCc2cc(C(=O)N(C)Cc3nccn3C)no2)c1	6	-9	2.5	4.7	-5	-5	2	-25	6.6
COc1ccc(C2C(C#N)=C(N)OC3=C2C(=O)CC(C)(C)C3)cc1Cn1nc(C)c([N+](=O)[O-])c1C (stereo unspecified)	-10	-4	-2.7	-0.2	5	-6	-29	10	4.3
COc1cccc(NC(=O)CN(C)C(=O)c2cc(Cl)nc3ccccc23)c1	-6	/	/	2.8	9	/	/	19	/
CCOC(=O)c1cnc2sccn2c1=O	7	-12	-0.4	0.3	-2	1	-2	-6	-0.4

Source: PubChem (The Scripps Research Institute Molecular Screening Center)
